# PKM2 act: PKM2 (human) enzyme activation; P14618; purified PKM2, Kinase-Glo ATP luminescence, activation; response scale: 0% is enzyme alone, no compound; Potency, µM (top dose mostly 57.5 µM), for the others: at the top dose activation, usual class: activators; hit rate 0.34% among 260,000; AID 1631; further: potency means the concentration at half of the fitted maximal effect; nearly all actives have a fitted effect of over 55% in size
# Target sequence (P14618 whole entry, looked up): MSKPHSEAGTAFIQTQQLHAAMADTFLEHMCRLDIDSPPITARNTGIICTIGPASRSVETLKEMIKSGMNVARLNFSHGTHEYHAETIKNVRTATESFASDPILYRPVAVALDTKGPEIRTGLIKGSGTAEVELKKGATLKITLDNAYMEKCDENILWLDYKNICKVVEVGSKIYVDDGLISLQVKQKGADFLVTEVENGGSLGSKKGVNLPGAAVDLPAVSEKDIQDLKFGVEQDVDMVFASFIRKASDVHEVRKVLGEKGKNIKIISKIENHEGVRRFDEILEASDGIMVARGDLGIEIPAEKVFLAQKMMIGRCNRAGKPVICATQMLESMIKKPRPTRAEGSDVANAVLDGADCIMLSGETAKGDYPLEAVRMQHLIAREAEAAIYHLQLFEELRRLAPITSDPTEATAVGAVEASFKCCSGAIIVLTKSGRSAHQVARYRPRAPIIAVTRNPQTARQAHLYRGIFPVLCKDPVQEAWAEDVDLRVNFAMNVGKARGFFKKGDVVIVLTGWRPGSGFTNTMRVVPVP
#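 Purified hPK-M2 (>95% pure) converted ADP (0.1 mM final) to ATP with 0.5 mM PEP in 50 mM imidazole pH7.2, KCl, MgCl2, Tween 20, BSA; 1 h at room temperature. ATP detected by Kinase-Glo luminescence.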
# KCNH2 WT inh: blocks the wildtype human KCNH2 potassium channel | hit rate 0.37% among 340,000 | AID 720551 | activity change, % at 1.84 µM | Q12809 | U2OS, BacMam KCNH2, thallium flux FluxOr; stronger effect = lower value;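 active means maximum activity change below -70%; inconclusive means maximum activity change between -70% and -50%; inactive means maximum activity change above -50%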
#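 U2OS cells were transduced with wild-type KCNH2 virus (2.03 x 10^8 / mL) for 4 h at room temperature, then cultured overnight at 37 C. Thallium flux was read with FluxOr dye. Rate constants were normalized to DMSO controls.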
# GALK inh: inhibitors of human galactokinase; AID 1868; Purified GALK, Kinase-Glo residual ATP luminescence; hit rate 0.007% among 270,000; Potency, µM (series often up to 57.5 µM), inactives show at the top dose activity change, negative = inhibition, hits mostly inhibitors; further: potency means the concentration at half of the fitted maximal effect
#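 Galactose (100 uM) and ATP (35 uM) were turned over by 5 nM GALK for 1 h at RT. Kinase-Glo Plus then converted the remaining ATP into a luminescent signal.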
# BCR signal inh: inhibitors of chronic active B-cell receptor signaling; Potency, µM (doses to about 46.1 µM), for the others: at the top dose ratio change, negative = lower green/red ratio, most hits filed as inhibitors; AID 493014; ABC-DLBCL IkBa-CBG/CBR reporter, luminescence ratio, 4 h; hit rate 0.05% among 340,000; active means well fitted inhibition curve with a large enough effect in the signal ratio, with a control signal flat, not every such curve was filed as active; inconclusive means small, poorly fitted or top-dose-only effect, or effect the other way, or a change in a side signal; the % refers to the signal ratio;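 further: potency means the concentration at half of the fitted maximal effect; plate controls were basal doxycycline-induced cells for no effect and cells given 10 µM MG132 for full effect; MG132 reads +100%, hits lower the ratio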
#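 Compounds up to 46 uM were incubated four hours with TMD8 cells whose green CBG68 luciferase is fused to IkappaBalpha; red CBR luminescence normalised the signal, and concentration-effect curves were fitted to fusion, red and ratio data.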
# Giardia kill: Giardia lamblia killing | activity change, % at 7.66 µM, hits read low | Giardia lamblia trophozoite viability | AID 540267 | hit rate 0.15% among 340,000; in the data active means activity change below about -80%; inconclusive means between about -30% and that limit;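 further: parasites exposed to compound for two days anaerobically before the ATP read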
#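 Each well holds 100 Giardia trophozoites and compound. After two days (48 hrs) at 37 deg C in anaerobic conditions, ATP is quantified by luminescence.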
# uPA generation: cell surface uPA generation inhibition | cell surface uPA generation assay, qHTS | Potency, µM (titrated, usually from 38.3 µM), for the others: top-dose activity change, negative = inhibition, most hits filed as inhibitors | hit rate 0.31% among 330,000 | AID 540303; active means well fitted inhibition curve with a large enough effect; inconclusive means small, poorly fitted or top-dose-only effect; inactive means no such curve, though single readings can be large or run the other way; tested in mouse RAW 264.7 cells; further: potency means the concentration at half of the fitted maximal effect; nearly all actives have a fitted effect of over 55% in size
# Eya2 inh: inhibitors of human Eya2 phosphatase activity. hit rate 0.006% among 330,000. Potency, µM (highest dose often 76.9 µM), for the others: at the highest dose activity, negative = inhibition, hits mostly inhibitors. recombinant Eya2, OMFP fluorescence dephosphorylation (OMFP is methylfluorescein phosphate); further: potency means the concentration at half of the fitted maximal effect
#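 Eya2 (0.2 uM) preincubated 10 min at ambient with compound, then OMFP substrate added at 50 uM; 10 min reaction in 50 mM HEPES pH 7.5, 50 mM NaCl, 5 uM MgCl2, 0.05% BSA, 1 mM DTT. Fluorescence read at Ex 485/Em 525 nm.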
# KCNH2 3.1 inh: KCNH2 3.1 (human) potassium channel inhibition; U2OS KCNH2 3.1, thallium flux FluxOr; stronger effect = lower value; activity change, % (tested at about 1.8 µM); hit rate 0.95% among 340,000; AID 720553;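 active means maximum activity change below -70%; inconclusive means maximum activity change from -70% to -50%; inactive means maximum activity change above -50%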;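 further: thallium influx rate constant from kinetic fluorescence after stimulation buffer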
#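 Thallium flux read-out: FluxOr dye with Red40 quencher in HBSS/HEPES, 45 min at RT. Rate constants from kinetic reads were normalized to positive and negative DMSO controls. Cells: U2OS virally expressing the 3.1 isoform.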
# Coupling enz: inhibits coupling enzyme system, counter-screen for aldolase hits; coupling enzyme system counterscreen, AmpLite Red fluorescence; activity change, negative = inhibition, % at 58.2 µM, hits read low; hit rate 0.67% among 290,000; in the data active means activity change below about -30%
#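 Counterscreen lacking aldolase: glyceraldehyde-3-phosphate coupling-enzyme reagent preincubated 10 min at RT with compound (at 57.5 uM final), then substrate/coupling system with AmpLite Red added; fluorescence read at 525/598 nm after 20 min RT.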
# B2AR arrestin: beta2AR (human) beta-arrestin recruitment activity; P07550; beta-arrestin recruitment to beta2AR, cell-based reporter; Potency, µM (doses to about 46.1 µM), without a hit: at the top dose activation, most hits filed as activators; hit rate 0.02% among 330,000;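 further: potency means the concentration at half of the fitted maximal effect; 0% = DMSO controls and full agonism = EC100 isoproterenol or metaproterenol; nearly all actives have a fitted effect of over 65% in size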
# Target sequence (P07550 whole entry, looked up): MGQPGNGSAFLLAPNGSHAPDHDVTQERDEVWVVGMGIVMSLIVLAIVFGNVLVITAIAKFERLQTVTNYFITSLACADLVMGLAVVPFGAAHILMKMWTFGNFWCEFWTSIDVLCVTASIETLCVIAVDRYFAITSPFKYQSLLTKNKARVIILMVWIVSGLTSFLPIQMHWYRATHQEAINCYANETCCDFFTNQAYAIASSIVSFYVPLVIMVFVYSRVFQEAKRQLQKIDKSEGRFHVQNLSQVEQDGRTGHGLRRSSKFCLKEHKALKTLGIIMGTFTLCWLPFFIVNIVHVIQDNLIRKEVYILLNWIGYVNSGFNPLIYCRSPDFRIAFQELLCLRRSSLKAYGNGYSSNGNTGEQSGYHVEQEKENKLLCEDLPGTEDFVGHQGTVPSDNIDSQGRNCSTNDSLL
# USP2a inh: USP2a (human) protease inhibition | O75604 | USP2 core, Ub-CHOP2 coupled fluorogenic reporter, 485/531 | Potency, µM (top dose mostly 38.3 µM), without a hit: at the highest dose activity change, negative = inhibition, hits mostly inhibitors | hit rate 0.01% among 330,000;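 further: potency means the concentration at half of the fitted maximal effect; plate controls were DMSO wells for no effect and full inhibition by NEM control for full effect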
#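 Deubiquitinase activity read as fluorescence (485/531 nm) after Ub-CHOP2 cleavage activates the enterokinase reporter on its substrate; USP2 core 10nM, Ub-CHOP2 and substrate 25nM each, 30min compound preincubation then 60min RT; data normalized to NEM, curves fitted.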
# * hit, by the source's call; ? = inconclusive; . = not tested or not shown; [ ] = dose if it differs, or a comment. Unless noted, the call rests on the fitted dose curve; in most records, active means well fitted curve in the direction sought with a large enough effect; inconclusive means small, poorly fitted or top-dose-only effect, or another doubt; inactive means no such curve, though single readings can be large; an effect the other way counts as inactive or inconclusive. Unless noted, on the % scale 0 is the no-effect control and ±100 the full control effect.
SMILES,PKM2 act,KCNH2 WT inh,GALK inh,BCR signal inh,Giardia kill,uPA generation,Eya2 inh,KCNH2 3.1 inh,Coupling enz,B2AR arrestin,USP2a inh
Cn1ccnc1SCC(=O)c1c(N)n(C)c(=O)n(C)c1=O,.,-2,.,?,12,-3%,2%,17,.,-0.4%,1%
O=c1[nH]c2ccccc2cc1-c1noc(-c2cccnc2)n1,-3%,-4,2%,-6%,1,.,15%,-1,0,0.5%,0%
CCN1C(=O)C(C)S/C1=N\S(=O)(=O)c1ccc(F)cc1 (stereo not given),-9%,-10,2%,-3%,5,-1%,5%,18,1,-0.2%,3%
Cc1nc(C)c(C(=O)C2=C(O)C(=O)N(CCCN(C)C)C2c2ccco2)s1 (stereo not given),-1%,.,2%,1%,.,.,12%[15.4 µM],.,1,0.1%,4%
Clc1ccc(OCCN2CCOCC2)cc1,-3%,-8,-1%,5%,-4,-11%,-4%,2,0,-0.5%,3%
C=CCSc1ncccc1C(=O)NCCc1ccc(Cl)cc1,.,-3,3%,0%,6,5%,?,-3,0,-0.5%,1%
Nn1c(SCC(=O)Nc2ccc(F)c(F)c2)nnc1C1CCCCC1,-1%,3,0%,?,12,5%,6%,41,3,-1.8%,2%
COc1cc2c(cc1OC)C1(NCC2)C(=O)Nc2ccccc21 (stereo not given),-2%,-4,1%,-4%,-9,.,-12%[15.4 µM],5,4,0.2%,2%
Cc1cccc(C)c1OCC1CNC(=O)O1 (stereo not given),18%,13,1%,2%,2,4%,-11%,7,0,-1.1%,2%
O=[N+]([O-])c1ccc(C[n+]2cc(-c3ccc(Cl)c(Cl)c3)n3c2CCCCC3)cc1,-19%,-3,0%,0%,37[activator],-10%,-7%,1,1,-0.4%,0%
Cc1ccc(C2(C)NC(=O)N(CC(=O)N3CCN(S(=O)(=O)c4cccs4)CC3)C2=O)cc1 (stereo not given),.,4,.,-5%,-22,2%,0%,-5,.,0.3%,2%
COCCOC(=O)C1=C(C)NC2=C(C(=O)CC(C)(C)C2)C1c1cc2c(cc1Br)OCO2 (stereo not given),7%,8,2%,0%,-3,8%,-5%,-1,-1,0.1%,3%
Cc1ccc(S(=O)(=O)NCc2nc3ccccc3[nH]2)cc1,-1%,-10,3%,26%,15,16%,0%,5,0,-0.8%,4%
COc1cc(OC)c(NC(=O)Cn2cccc2)cc1Cl,1%,-15,0%,-2%,8,.,12%,5,4,0.1%,2%
CCc1cc2c(=O)[nH]c(-c3ccncc3)nc2s1,-1%,3,-5%,?,-9,-3%,2%,-6,-1,-0.3%,2%
CN1CCN(C(=O)C2CCC(=O)N(Cc3cccc(C(F)(F)F)c3)C2)CC1 (stereo not given),7%,9,-3%,-3%,-23,-6%,-5%,-2,.,3.5%,1%
CCN1CCN(c2nc(Nc3ccc(C)c(C)c3)nc(N)c2[N+](=O)[O-])CC1,-7%,0,0%,-11%,-11,-18%,-8%,-3,0,-0.8%,1%
O=C(Nc1cccc(C(F)(F)F)c1)C1(c2ccccc2)CC1,3%,-8,-1%,8%,-28,4%,2%,?,1,-0.2%,2%
CNC(=O)c1c(NC(=O)CCS(=O)(=O)c2ccc(F)cc2)sc(C)c1C,.,-6,.,4%,5,2%,-25%,-17,.,-0.9%,-1%
O=C(Oc1ccc(C(=S)N2CCOCC2)cc1)c1ccccc1,-2%,6,3%,-8%,4,0%,4%,5,0,-0.2%,4%
Cc1ccc(/C=N/NC(=O)c2nnn(-c3nonc3N)c2CNc2ccccc2)cc1,.,7,-2%,4%,28,5%,-1%,-4,.,0.0%,0%
Clc1ccc(-c2ccc(SCc3ccccn3)nn2)cc1,1%,8,-2%,4%,-2,-3%,-4%,23,1,0.6%,1%
COc1ccc(CNC(=O)CCNS(=O)(=O)c2cccc3nsnc23)cc1,-8%,6,5%,-14%,-1,1%,-3%,-2,-1,-0.5%,-1%
O=C(O)C1CCCCC1C(=O)Nc1cccc(Cl)c1Cl (stereo not given),-5%,11,4%,?,-8,-2%,8%,13,6,-0.2%,1%
Cc1ccc(NC(=O)COC(=O)Cn2cnc3c2c(=O)n(C)c(=O)n3C)cc1,.,-1,.,-1%,2,-3%,6%,18,.,-0.3%,2%
SMILES,PKM2 act,KCNH2 WT inh,GALK inh,BCR signal inh,Giardia kill,uPA generation,Eya2 inh,KCNH2 3.1 inh,Coupling enz,B2AR arrestin,USP2a inh
COc1ccc(N(C(=O)CCl)C(C(=O)NCCc2ccccc2)c2cccs2)cc1Cl (stereo not given),-3%,-17,-2%,?,-26,4µM*,-9%,-15,1,-0.7%,3%
CCC(=O)NCCCc1nc2ccccc2n1Cc1ccccc1F,2%,20,0%,1%,5,-20%,-5%,5,1,0.3%,0%
Cc1cc(C)nc(/N=C(\N)N(Cc2ccccc2)Cc2ccccc2)n1,3%,1,-1%,-1%,-4,-7%,-6%,-77*,5,-0.6%,0%
CCN1CCN(S(=O)(=O)c2ccc3ccccc3c2)CC1,6%,-1,0%,?,-9,.,5%,-2,0,-0.7%,3%
COc1cccc(CCNC(=O)CC2C(=O)NCCN2CC(C)(C)C)c1 (stereo not given),-3%,-14,0%,3%,-1,-1%,4%,-3,-9,-0.7%,1%
CCN(CC)C(=O)C(=O)Nc1cccc(Br)c1,-5%,.,0%,?,-17,11%,7%,12,1,-0.3%,5%
Cc1sc2ncnc(NCCCO)c2c1C,1%,10,1%,-5%,20,-64%,-4%,5,0,-1.1%,0%
COc1ccc(CNC(=O)COC(=O)c2ccc3ccccc3n2)cc1,.,30,.,-1%,-1,4%,10%,-30,.,-1.3%,5%
CCOc1ccc(C(=S)N2CCOCC2)cc1OC,8%,-21,1%,-2%,4,5%,0%,9,1,-0.3%,-1%
Cc1ccc(N(C(=O)c2ccc(S(=O)(=O)N(C)C)cc2)C2C=CS(=O)(=O)C2)cc1 (stereo not given),-2%,7,8%,?,-18,11%,0%,2,2,-0.2%,3%
CCOC(=O)C1(CCCc2ccccc2)CCN(S(C)(=O)=O)CC1,1%,3,3%,-4%,-15,-5%,-4%,6,0,-0.3%,-3%
CC(C)Oc1ccc(C(CCN)C2CCCCC2)cc1 (stereo not given),.,5,-3%,-13%,0,-12%,-18%,-17,0,0.2%,0%
CC(C)c1ccc(/C=C/c2[nH]c(=O)[nH]c(=O)c2[N+](=O)[O-])cc1,0%,-1,.,?,-12,-6%,-24%,5,15,-0.3%,1%
O=C(Cc1ccccc1)Nc1nnc(-c2ccco2)o1,7%,1,14%,7%,-14,-2%,2%,3,0,0.5%,1%
COC(=O)c1ccc(CNC(=O)CCC(=O)N2CCOCC2)cc1,.,-3,.,7%,9,-1%,4%,11,.,-0.8%,1%
COc1ccccc1NC(=O)Nc1ccc(C(N)=O)cc1,-7%,.,4%,?,-6,4%,4%,-4,-2,-0.3%,-2%
O=C1CC(C(F)(F)C(F)(F)C(F)(F)F)=Nc2ccccc2N1,-1%,0,0%,0%,3,6%,2%,6,0,0.2%,0%

# A second format for part of the listing above:
# Values in the order: PKM2 act | KCNH2 WT inh | GALK inh | BCR signal inh | Giardia kill | uPA generation | Eya2 inh | KCNH2 3.1 inh | Coupling enz | B2AR arrestin | USP2a inh
> CCN(CC)C(=O)C(=O)Nc1cccc(Br)c1
 : -5% | . | 0% | ? | -17 | 11% | 7% | 12 | 1 | -0.3% | 5%
> Cc1sc2ncnc(NCCCO)c2c1C
 : 1% | 10 | 1% | -5% | 20 | -64% | -4% | 5 | 0 | -1.1% | 0%
> COc1ccc(CNC(=O)COC(=O)c2ccc3ccccc3n2)cc1
 : . | 30 | . | -1% | -1 | 4% | 10% | -30 | . | -1.3% | 5%
> CCOc1ccc(C(=S)N2CCOCC2)cc1OC
 : 8% | -21 | 1% | -2% | 4 | 5% | 0% | 9 | 1 | -0.3% | -1%
> Cc1ccc(N(C(=O)c2ccc(S(=O)(=O)N(C)C)cc2)C2C=CS(=O)(=O)C2)cc1 (stereo not given)
 : -2% | 7 | 8% | ? | -18 | 11% | 0% | 2 | 2 | -0.2% | 3%
> CCOC(=O)C1(CCCc2ccccc2)CCN(S(C)(=O)=O)CC1
 : 1% | 3 | 3% | -4% | -15 | -5% | -4% | 6 | 0 | -0.3% | -3%
> CC(C)Oc1ccc(C(CCN)C2CCCCC2)cc1 (stereo not given)
 : . | 5 | -3% | -13% | 0 | -12% | -18% | -17 | 0 | 0.2% | 0%
> CC(C)c1ccc(/C=C/c2[nH]c(=O)[nH]c(=O)c2[N+](=O)[O-])cc1
 : 0% | -1 | . | ? | -12 | -6% | -24% | 5 | 15 | -0.3% | 1%

# From PubChem BioAssay
